EP2 mod = modulators of human EP2 prostaglandin E2 receptor; P43116; EP2-expressing cells, cAMP HTRF FRET, PGE2 co-stimulation; induction, % at 25 µM; 260,000 tested, 0.83% active; AID 940;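 active = compounds whose cAMP rise, as percent of the full-agonist control response, exceeds 60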;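 note: rat C6 glioma line stably carrying human EP2 under a CMV promoter; the protocol text gives 20 µM as final concentration; 100% = response of wells given 1 µM PGE2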
Target sequence (P43116 whole entry, looked up): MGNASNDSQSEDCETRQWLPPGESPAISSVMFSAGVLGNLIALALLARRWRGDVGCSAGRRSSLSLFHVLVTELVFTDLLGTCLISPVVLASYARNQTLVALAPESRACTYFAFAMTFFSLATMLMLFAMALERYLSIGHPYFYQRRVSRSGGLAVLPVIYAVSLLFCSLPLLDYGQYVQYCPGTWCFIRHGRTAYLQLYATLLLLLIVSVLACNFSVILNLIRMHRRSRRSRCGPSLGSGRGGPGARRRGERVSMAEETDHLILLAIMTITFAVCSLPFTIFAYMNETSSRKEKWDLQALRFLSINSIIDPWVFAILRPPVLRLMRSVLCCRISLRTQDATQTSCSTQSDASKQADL
TRPML3 agonist = agonists of human TRPML3 channel; HEK293 TRPML3-YFP, Fluo-8 calcium fluorescence; 100% = the carbachol control signal; activation, % at 3 µM; 220,000 tested, 0.29% active;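 active = activation above its plate's cutoff, the mean activation of the plate's test wells plus 3 SD, cut at about 12% in these data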;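 note: 0% = DMSO only wells and 100% = carbachol wells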
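system = HEK293 cells stably carrying human TRPML3-YFP | doses = one concentration, 3 µM nominal, 0.3% DMSO | timing = dye loading 1 h 37 °C then 30 min ambient, 125 s read | detection = Fluo-8 calcium dye fluorescence, ex 470-495, em 515-575 nm | benchmarks = high control carbachol 87 µM, low control DMSO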
m-calpain inh = inhibitors of pig calpain II; purified calpain II, fluorogenic peptide substrate, 30 min; inhibition, % at 16 µM; 220,000 tested, 0.37% active;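 active = inhibition above about 50%, limit read from the data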
PERK inhibitor = blocks human PERK kinase; AID 1416; 220,000 tested, 0.17% active; CHO PERK-DD fusion, SEAP luminescence translation reporter; Q9NZJ5; inhibition, % at 5.6 µM;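 active = inhibition above the mean inhibition of all tested compounds plus 3 SD, set separately per screening campaign, cut at about 2.9% in these data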;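 note: PERK kinase domain activated by AP20187 dimerizer at 100 nM; 0% = DMSO with dimerizer and 100% = rapamycin at 8.4 µM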
S1P4 antagonist = blocks the human S1P4 receptor; O95977; S1P4-expressing cells, antagonist mode, reporter read-out; inhibition, % at 4.98 µM; 220,000 tested, 0.26% active; in the data active = inhibition above about 29%;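 note: 0% = wells stimulated with agonist and 100% = vehicle wells without agonist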
Target sequence (O95977 whole entry, looked up): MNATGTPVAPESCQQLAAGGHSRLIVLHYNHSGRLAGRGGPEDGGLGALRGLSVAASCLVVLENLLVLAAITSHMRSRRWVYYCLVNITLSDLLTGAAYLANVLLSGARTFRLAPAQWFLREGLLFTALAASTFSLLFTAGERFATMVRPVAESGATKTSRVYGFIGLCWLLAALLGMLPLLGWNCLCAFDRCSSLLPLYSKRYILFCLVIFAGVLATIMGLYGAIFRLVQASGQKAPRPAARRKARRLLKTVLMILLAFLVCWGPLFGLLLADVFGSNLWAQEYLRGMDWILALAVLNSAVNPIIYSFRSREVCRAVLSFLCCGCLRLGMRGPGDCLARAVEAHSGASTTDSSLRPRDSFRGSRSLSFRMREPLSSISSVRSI
S1P4 ag = activates the human S1P4 receptor. S1P4-expressing cell line, agonist reporter assay. activation, % at 4.98 µM. 220,000 tested, 0.35% active; in the data active = activation above about 11%;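 note: 0% = DMSO vehicle and 100% = reference agonist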
BaF3 parental = counter-screen for JAK2V617F inhibitors: parental Ba/F3 viability inhibitors; CellTiter-Glo ATP luminescence; inhibition, % at 5.6 µM; 220,000 tested, 1.1% active; AID 1486;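 active = inhibition above a per-campaign cutoff, the mean inhibition of all tested compounds plus 3 SD, cut at about 27% in these data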;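 note: 0% = DMSO wells and 100% = JAK Inhibitor I control wells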
Ba/F3 V617F tox = loss of viability in JAK2V617F-driven Ba/F3 cells; Ba/F3 EpoR-JAK2V617F viability, ATP luminescence; 220,000 tested, 1.1% active; inhibition, % at 5.6 µM;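 active = inhibition above the campaign mean plus 3 SD over all tested compounds, cut at about 24% in these data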;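 note: cytokine-independent growth of Ba/F3 cells driven by EpoR plus mutant JAK2; 0% = DMSO-treated cells and 100% = JAK inhibitor I control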
TRPN1 ag = activates the zebrafish TRPN1 channel | HEK293 zebrafish TRPN1-YFP, Fluo-8 calcium fluorescence; 100% = response to 87 µM carbachol | activation, % at 3 µM | 220,000 tested, 0.18% active | AID 1424;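 active = activation above its plate's cutoff, the mean activation of test wells on that plate plus 3 SD, cut at about 19% in these data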;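 note: 0% = DMSO alone and 100% = 87 µM carbachol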
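Material: zebrafish TRPN1-YFP in HEK293 cells. Doses: one dose of 3 µM, 0.3% DMSO. Incubation: dye 1 h 37 °C plus 30 min RT. Measured by: intracellular calcium fluorescence with Fluo-8.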
* marks the source's active call; other numbers are inactive results; & = joins results of further samples. Compounds as they come; about 3.6% have a hit in one of these screens.

SMILES,EP2 mod,TRPML3 agonist,m-calpain inh,PERK inhibitor,S1P4 antagonist,S1P4 ag,BaF3 parental,Ba/F3 V617F tox,TRPN1 ag
COCCN(C(=O)C(C)C)c1nnc(-c2ccc(C)cc2)s1,22.3,0.1,-3.8,-0.4,-6.7,-0.4,0.1,-2.5,0.3
CC(C)c1ccc(OCC(=O)NC2=NCCS2)cc1,-1.0,1.5,7.3,0.5,-14.7,1.2,5.7,1.4,0.0
O=C(Nc1ccccc1)OCc1ccccn1,-6.2,-0.8,0.0,-0.7,-16.0,4.5,1.8,-0.2,-0.1
CN(c1cccc(Cl)c1)S(=O)(=O)c1cccc(C(=O)Nc2ccc3c(c2)CCC3)c1,-61.3,0.7,13.1,0.1,-9.4,1.5,0.5,-3.3,-1.8
CC(=O)O/N=C1\C(=O)N(Cc2ccc(C)cc2)c2ccccc21,62.6*,-1.0,57.9*,-0.1,-8.7,-0.4,6.0,1.5,-0.7
Cc1ccc(NC(/C=C/N(C)C)=C/C(=O)C(F)(F)F)c(C)c1,16.4,0.4,26.5,1.2,4.3,-0.9,6.5,3.7,-1.3
CCOc1cc(/C=N/NC(N)=O)cc(Br)c1OCC(=O)Nc1ccccc1C,-0.3,0.7,-15.8,-0.8,6.3,-0.6,-0.7,-2.2,-1.1
O=C(NCc1cccs1)c1nc2c(nnn2Cc2ccc(F)cc2)c(=O)[nH]1,20.1,-0.2,-25.9,1.8,-8.8,0.0,6.5,-0.9,-1.9
Cc1[nH]c2ccccc2c1C(c1ccccn1)N1CCC(C(N)=O)CC1 (centres undefined),-4.8,0.3,7.6,0.9,-12.9,-0.4,4.2,-0.2,1.7
CSC(=NCCCN1CCOCC1)NS(=O)(=O)c1cccs1,-5.8,0.6,4.3,0.7,-5.6,-1.0,9.2,-2.5,-0.5
CN(C)C(=S)Nc1ccc(Br)c(Cl)c1,-29.9,0.2,1.7,-0.3,-11.2,1.0,-1.3,-1.9,-0.2
CCc1ccc(NC(=O)C2CCN(S(C)(=O)=O)CC2)cc1,29.9,0.1,3.4,1.1,-17.3,-1.5,5.1,-1.1,0.2
CCOC(=O)CCCn1c(C)nc(=O)c(-c2ccccc2)c1C,-1.2,0.4,-28.7,1.6,-5.0,-0.2,0.2,-3.9,0.6
O=C(COc1ncnc2ccccc12)N1CCN(S(=O)(=O)c2ccc(Cl)cc2)CC1,14.8,0.8,-67.0,-0.2,-8.3,1.9,2.2,2.4,2.2
CCN(CC)C(=O)CSc1nnc(C2CCCCC2)o1,14.9,-0.2,-7.3,-0.4,-0.5,0.5,1.3,-0.2,-0.1
CCCCn1c(CNC(=O)C23CC4CC(CC(C4)C2)C3)nnc1SCC(=O)Nc1nnc(C)s1,1.8,0.2,-23.3,1.7,-7.8,1.2,2.7,-1.3,0.9
CC(CNC(=O)c1ccc(C(C)(C)C)cc1)CN(C)C (centres undefined),2.5,0.8,-13.5,0.2,-7.2,2.9,3.3,-4.0,0.9
C#CCOCCOCCOCCNc1nc(N2CCN(C(=O)[C@H](CCCCN)n3cc([C@@H](N)C(C)CC)nn3)CC2)nc(N2CCN(C(=O)[C@H](Cc3cc4ccccc4[nH]3)n3cc([C@@H](N)CC(C)C)nn3)CC2)n1 (some centres undefined),-18.5,0.1,-33.8,0.1,14.4,-1.4,-5.7,1.4,-1.0
NC(=S)Nc1cccc(Cl)c1,-16.5,0.7,3.2,0.3,3.1,0.3,-1.9,2.5,0.1
CCOC(=O)c1[nH]cnc1C(=O)Nc1ccc(C)cc1,-16.2,0.6,2.5,-1.3,-14.9,1.7,0.3,-0.7,1.3
CCc1ccc(OCC(=O)N/N=C\c2ccco2)c([N+](=O)[O-])c1,-20.2,0.4,-8.4,0.6,-1.8,0.9,-3.3,-5.4,2.1
N#CCC(=N)N1CCN(c2ccc(F)cc2)CC1,-18.5,0.3,29.6,-0.3,-16.7,0.6,0.9,0.3,-0.3
CCOC(=O)NC(=S)Nc1cccc(NC(=S)NC(=O)OCC)c1,1.2,1.9,-16.2,-0.2,-15.1,0.4,8.8,0.1,1.9
COC(=O)c1c(NC(=O)Cn2cc([N+](=O)[O-])cn2)sc2c1CCC2,32.9,0.4,17.0,0.8,10.6,-2.2,3.3,-1.1,-1.2
CSc1sc(C(=O)NNC(C)=O)c2c1C1(CCC2)SCCS1,-18.9,0.6,6.9,0.0,-3.8,1.6,0.9,-3.0,2.8
O=C(/C=C/c1ccccc1)c1ccc(NC2=NCCCS2)cc1,-72.6,1.6,-21.8,-0.5,-2.5,0.4,0.6,0.4,3.5
O=C(CSc1nnc(-c2ccc(OC(F)F)cc2)o1)NCc1cccs1,-15.5,-0.5,-4.0,1.0,-8.5,-2.2,3.1,0.6,-0.8
COC(=O)CNC(c1ccccc1)c1cc(Br)ccc1NS(=O)(=O)c1ccccc1 (centres undefined),49.6,0.7,11.2,-0.2,-10.3,-0.5,10.4,2.6,0.4
COc1ccccc1C(=O)NCc1ccc2c(c1)OCO2,13.7,0.0,22.9,0.2,-1.5,0.1,-2.0,-1.7,0.7
O=C(N1CCCCCC1)N1CCN(C(=O)N2CCOCC2)CC1,5.2,0.2,-6.0,0.7,-9.9,0.9,-0.3,-3.9,-0.1
CCOC(=O)c1c(CC(C)C)csc1NC(C)=O,36.7,-0.3,-7.5,0.4,-23.7,-5.4,0.3,-0.3,-1.6
COc1cccc(C2C3=C(N=c4s/c(=C\c5ccc(OCC(=O)O)cc5)c(=O)n42)c2ccccc2CC3)c1 (centres undefined),22.9,0.9,-9.2,0.2,3.7,0.4,-2.8,-0.7,1.0
Cc1nc2ccc(NC(=S)NC3CCCCC3)cc2nc1C,-50.4,0.7,3.9,0.6,3.4,-1.2,5.5,1.9,2.3
O=C(CSc1ncn[nH]1)N1CCCCC1,34.0,0.8,-11.0,1.7,-7.7,-1.6,-1.0,-5.1,3.3
COc1ccccc1NC(=O)Cc1noc(CSc2nnc(C)n2C)n1,2.3,0.8,-53.3,1.4,-17.5,2.6,6.5,1.2,0.5
O=C(CN(Cc1ccccc1)S(=O)(=O)c1ccccc1)N/N=C/c1ccccc1[N+](=O)[O-],9.1,-1.1,-38.2,-0.2,-10.2,-0.2,7.5,-0.2,-1.0
CCCCN(CCCC)CC(O)COc1ccccc1C(=O)Nc1ccccc1 (centres undefined),4.1,1.1,18.9,0.7,6.9,-1.0,6.7,-0.6,-2.3
CCCOc1ccc(C(=O)NCC(c2ccco2)N(C)C)cc1OC (centres undefined),18.0,1.4,16.9,-0.2,-22.0,1.4,2.9,-4.2,0.1
Cn1c(=NC(=O)c2ccco2)sc2cccc(F)c21,-1.7,0.4,-7.1,-0.1,-1.1,-0.5,6.5,-0.5,-1.4
CSc1ccc(NC(=O)Nc2ccccc2C(N)=O)cc1,-22.3,1.9,-24.0,0.1,-4.5,0.8,4.6,-1.2,1.9
CCOC(=O)c1c(-c2cccs2)csc1NC(=O)CC(C)C,43.9,-0.3,37.6,-1.5,-2.2,-0.2,6.6,1.4,-1.4
CN1CCC(OC(=O)c2ccccc2Cl)CC1,-7.2,1.0,-4.8,0.7,8.7,-0.8,8.0,-0.5,0.8
NC(=O)[C@@H]1CCCN1Cc1nc(-c2ccccc2)no1,16.4,0.6,-20.9,-0.1,-6.6,0.1,-2.3,-2.8,0.0
CC(C)(C)c1cc(C(=O)NCc2ccccc2)ccn1,7.1,2.5,-25.5,0.9,-5.5,-2.3,4.9,-3.8,6.8
Cc1cc(C)c(C(=O)/C=C/c2cccs2)c(=O)[nH]1,-17.2,1.0,-1.1,0.5,-20.9,0.1,5.8,1.2,0.8
Cc1nnc(C)n1/N=C/c1cc(Br)cc(Br)c1O,12.9,0.5,-93.2,0.2,3.9,1.8,4.8,4.4,1.0
CNC(=S)NNC(=O)c1sc(-c2cc(C)on2)nc1C,10.2,0.1,12.1,-0.3,11.5,-0.6,0.2,4.2,0.9
CCOC(=O)C1(C)NC(c2ccccc2F)C2C(=O)N(c3cccc(C(C)=O)c3)C(=O)C21 (centres undefined),-1.6,-0.3,6.4,0.0,-9.9,0.2,-2.4,-4.2,0.3
O=C(CN1C(=O)c2ccccc2C1=O)NCC(=O)OCC(=O)c1ccc(Cl)cc1,38.4,0.2,17.5,-0.4,0.6,1.8,1.1,-1.2,0.2
O=C(Nc1nc(-c2ccccc2)cs1)c1ccc2c(=O)n3c(nc2c1)CCCCC3,2.3,2.6,-94.0,-0.4,-15.0,3.4,5.5,-1.0,3.7
CCOc1ccc2c(c1)ncn2Cc1ccccc1,-44.8,0.2,32.5,-0.4,-10.0,-0.1,-4.8,-2.8,-0.6
CC1(C)c2ssc(=S)c2-c2ccccc2N1C(=O)c1ccco1,49.4&53.2,1.6,-4.5,1.9,-0.9,7.3,5.4,0.7,-0.4
O=C(Cn1nnc2ccccc21)OCC(=O)c1ccccc1,12.6,0.7,-9.4,0.8,-12.0,0.4,1.1,-2.0,0.6
COC(=O)c1c(NC(=S)Nc2ccc(CC(=O)O)cc2)sc(C)c1C,21.8,1.0,-43.2,2.0,3.4,0.3,4.9,0.0,1.7
Cc1cccc(NNC(N)=S)c1C,-6.8,-0.3,-10.1,0.7,-3.6,-0.2,3.5,0.2,-1.0
O=C(NCc1ccncc1)c1cc(C(=O)C2CC2)c[nH]1,-8.1,1.2,16.2,0.8,-21.2,-0.3,3.2,3.4,0.6

(list continues)
SMILES,EP2 mod,TRPML3 agonist,m-calpain inh,PERK inhibitor,S1P4 antagonist,S1P4 ag,BaF3 parental,Ba/F3 V617F tox,TRPN1 ag
O=C1c2cccc3cccc(c23)C(=O)N1c1ccncc1,35.4,0.9,-30.5,0.9,0.8,0.3,1.6,-2.5,1.9
NC(=O)c1oc2ccccc2c1NC(=O)c1ccccc1,12.4,1.3,-30.0,-0.6,-7.1,0.7,6.2,1.3,1.7
C=CCn1c(SCC(N)=O)nnc1-c1cccc(Br)c1,-0.3,0.4,-11.0,1.6,-2.8,-2.6,1.1,-4.1,0.3
CCCN=Cc1c(CCC)[nH]n(-c2nc3ccccc3s2)c1=O,-58.0,-0.3,16.4,-0.5,-26.4,-0.2,3.5,0.5,-0.7
CN(C)S(=O)(=O)N(CC(=O)N1CCN(c2ccccc2)CC1)c1ccccc1,28.6,0.0,-1.3,-0.5,-8.0,0.3,7.7,3.6,1.8
COc1ccc2[nH]c(C)c(CCN3C(=O)OC(C)(C)C3(C)O)c2c1 (centres undefined),10.2,0.8,-2.5,0.6,-6.2,0.9,-1.1,-2.0,0.3
CCOC(=O)c1ccc(NC(=O)c2cc3c(s2)CCC3)cc1,-20.1,0.7,-13.1,0.1,0.2,-0.6,1.9,-4.1,6.0
COc1ccc(CCNc2oc(-c3ccc(OC)c(OC)c3)nc2P(=O)(OC)OC)cc1OC,25.6,0.4,-294.5,-0.3,6.2,0.7,3.6,-0.4,0.9

Some values from above:
In BaF3 parental, C=CCn1c(SCC(N)=O)nnc1-c1cccc(Br)c1 is entered as 1.1
In BaF3 parental, CCOC(=O)c1ccc(NC(=O)c2cc3c(s2)CCC3)cc1 is entered as 1.9

Source: PubChem (several laboratories)
